# Screens: PubChem BioAssay, National Center for Advancing Translational Sciences (NCATS)
# S3 lipid droplet – qHTS Assay for Lipid Storage Modulators in Drosophila S3 Cells; lipid storage change, negative = inhibition, % at the top dose, mostly 46.1 µM; hits show Potency in µM; Drosophila S3 cells, BODIPY lipid droplet fluorescence, 18-24 h; cells fed with added oleic acid; AID 2685; 320,000 compounds, 0.64% hits; active = well fitted inhibition curve with a large enough effect in the signal ratio, with a control signal flat, not every such curve was filed as active; inconclusive = small, poorly fitted or top-dose-only effect, or effect the other way, or a change in a side signal; the % refers to the signal ratio
#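 Laser-scanning cytometry quantifies lipid droplet accumulation (500–530 nm total intensity; droplet/cell object ratio) in oleic acid-fed (400 uM added) Drosophila S3 cells treated with a concentration series. 20 uM Triacsin C defined 100% inhibition.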
# S3 lipid droplet cell count max – recorded beside S3 lipid droplet, whose call it bears; cell number change, %; measured here: cell count max response;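 cells counted by Cell Tracker Red CMTPX staining in the red channel; peak over a dose series mostly up to 46.1 µM; percent activity relative to internal control wells on each plate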
# The depositor's hits bear a star; i = inactive; ? = inconclusive; nt = not tested or not shown; [ ] = dose if it differs, or a comment. % is scaled to controls: 0 for no effect and ±100 for the full control effect; potency is read from the fitted curve at half-maximal effect. Only part of the results is shown, so the mix of outcomes need not match the whole.
SMILES,S3 lipid droplet,S3 lipid droplet cell count max
CCCC1(C(=O)OCC)NC(c2ccc(N(C)C)cc2)C2C(=O)N(c3ccc(F)cc3)C(=O)C21 (stereo unspecified),i,-30
CC(C)OC(=O)C(NC(=O)c1ccccc1)=C1CCCCC1,i,nt
CC1(C)CC(=O)C2=C(C1)Nc1ccccc1NC2c1ccccn1 (stereo unspecified),i,15
CN(C)NC(=O)c1csnc1-c1c(Cl)cccc1Cl,2%,-3
O=C(Cc1cccs1)Nc1cccc(-c2ccc3nncn3n2)c1,-2%,-9
C=CCn1c(SCC(=O)NC2CC2)nc2sc(CC)cc2c1=O,i,nt
CN(Cc1ccno1)C(=O)CC1C(=O)NCCN1CC(c1ccccc1)c1ccccc1 (stereo unspecified),10%,7
Cc1ccc(NC2CCCN(C(=O)c3cccc(-c4ncc[nH]4)c3)C2)cc1C (stereo unspecified),?,nt
CCCN(CC(=O)NC(=O)NC1CCCCC1)CC(=O)Nc1cc(Cl)ccc1Cl,?,nt
Cc1ccc(C(=O)NCC(=O)NC2CCC(C)CC2)s1 (stereo unspecified),?,nt
O=C(c1cc2cc(F)ccc2[nH]1)N1CCC(Cc2ccccc2)CC1,i,nt
CN(C)c1ccc(/C=N\Nc2ccccn2)cc1,i,18
COc1ccc(C(CCNC(C)c2ccccc2)c2ccc(F)cc2)cc1 (stereo unspecified),?,nt
COc1ccccc1/C=C/c1onc(C)c1S(=O)(=O)N1CCC(C(=O)NC(C)C)CC1,7%,3
CC1=C(C(N)=O)S(=O)(=O)c2ccccc21,10%,-6
COc1cccc(-c2csc(N3CCN(CC(=O)NNC(=O)c4ccco4)CC3)n2)c1,14%,17
CN(C(=O)c1ccc(NC(=O)c2ccco2)cc1)c1ccccc1,8.2µM*,5.4*
Cc1ccc(NC(=O)CN(C)C(=O)COC(=O)COc2ccc(C#N)cc2)cc1,?,nt
COC(=O)C1=C(C)OC(N)=C(C#N)C1c1c(C)nn(C)c1C (stereo unspecified),9%,nt
Cc1ccc(NC(=O)CSc2nnc(NC(=O)c3ccco3)s2)cc1,-11%[9.22 µM],-10
COc1ccc(CCC(C)Nc2cccc(C)c2)cc1 (stereo unspecified),?,nt
N#Cc1cccc(Oc2ccc(-c3cnc4ccccc4n3)cc2)c1C#N,5%,-9
Cc1ccc(C)c(C(C)NC(=O)c2ccncc2)c1 (stereo unspecified),i,-2
O=C(NCCCNC(=O)c1cccs1)c1cccs1,?,nt
COCCCNC(=S)NNC(=O)c1cccnc1,?,nt
Clc1cccc(CNCCCSc2ncccn2)c1Cl,15%,-1
Cc1ccc(N(CC(=O)NC2CCCC2)C(=O)CCC(=O)Nc2nc(C)cs2)cc1,i,6
O=C(NCc1ccc2c(c1)OCO2)c1nnc(Cc2ccc(Cl)cc2)o1,-6%,2
CNC(=S)NC1CC2CCCC(C1)N2Cc1ccco1 (stereo unspecified),?,nt
COC(=O)C1CCCN1C(=O)COc1ccc(Br)cc1Cl (stereo unspecified),1%,2
COCCOCCn1c(/C=C/c2ccccc2)nc2ccccc21,?,nt
CCOC(=O)/C=C/C(=O)OCC(=O)NC(c1ccccc1)c1ccccc1,-8%,-23
CN(C)c1ccc(CNC(=O)CCNS(=O)(=O)c2cc(Br)cnc2N)cc1,?,nt
CCCCN1C(=O)N(C)C2NC(=O)NC21 (stereo unspecified),i,-21
Cc1nn(CCCC(=O)Nc2cccnc2)c(C)c1[N+](=O)[O-],-2%,1
O=C(COc1ccc(Br)cc1Cl)NC(=O)NC1CCCC1,?,nt
Cc1cc(C)n2cc(CSc3nnnn3-c3ccc(Cl)cc3)nc2n1,i,nt
COc1cccc(NC(=O)COC(=O)c2ccccc2C(=O)N(C)c2ccccc2)c1,?,nt
O=C(NC1CCCC1)C(c1ccccc1)N(Cc1ccc2c(c1)OCO2)C(=O)Cc1cccs1 (stereo unspecified),-8%,-5
CCC(C(=O)NC(C)(C)C)N(Cc1ccco1)C(=O)Cn1nnc(-c2ccc(F)cc2)n1 (stereo unspecified),?,nt
CC(CCc1ccccc1)N1CCN(C)CC1 (stereo unspecified),?,nt
NC(=O)CC(NSc1ccccc1[N+](=O)[O-])C(=O)O (stereo unspecified),5%,4
CN(C)c1ccc(C(=S)N2CCN(C(=S)Nc3ccc(Cl)cc3)CC2)cc1,-14%,-15
COc1ccccc1N/C=C/c1onc(C)c1[N+](=O)[O-],?,nt
CC1(C)CC(=O)C2=C(C1)N(N1CCOCC1)C(N)=C(C#N)C2c1cccnc1 (stereo unspecified),?,nt
CC(C)n1cnc2c(N(C)c3ccccc3)nc(N(CCN(C)C)Cc3ccccc3)nc21,?,nt
CC(C)N=C1NN=C(c2cccs2)CS1,?,nt
COc1cccc(CNC(=O)Cc2ccc(-c3ccccc3)cc2)c1,?,nt
CCCC(CCC)=NNC(=O)c1ccccc1F,-4%,-4
Cc1ccccc1C(=O)NNC(=O)c1ccc2nc[nH]c2c1,-10%,nt
CC1Cc2ccccc2N1C(=O)COc1nc2ccccc2nc1N1CCOCC1 (stereo unspecified),?,nt
Cc1onc(-c2ccccc2Cl)c1C(=O)Nc1ccc(N2CCOCC2)cc1,8%,15
COc1ccc(-c2csc(C3=C(O)CN(Cc4ccc(S(N)(=O)=O)cc4)C3=N)n2)cc1OC,1%,12
NC(=O)c1ccc(NC(=O)C2COc3ccccc3O2)cc1 (stereo unspecified),8%,6
CCOC(=O)C1CCN(C(=O)C2c3ccccc3C(=O)N(C)C2c2ccc(OC)cc2)CC1 (stereo unspecified),i,nt
Cc1[nH]n(-c2ccccc2)c(=O)c1/C=C1/C=c2ccccc2=N1,?,nt
Cc1cc(=O)oc2c3c(cc(OCC(=O)NCC(=O)N[C@H](C(=O)O)C(C)C)c12)OC(C)(C)CC3,-4%,-12
Cc1ccc(C(=O)CC(C(=O)O)c2cn(CCC#N)c3ccccc23)cc1 (stereo unspecified),0%[9.22 µM],-3
CNC(=O)Nc1ccc2nc(C)oc2c1,?,nt
CCOC(=O)N1CCN(C(=O)c2cn(CCOC)c(=O)c3c2c2ccccc2n3C)CC1,-4%,-16

# Some of these compounds in order of molar mass, high to low:
SMILES,S3 lipid droplet,S3 lipid droplet cell count max
Cc1onc(-c2ccccc2Cl)c1C(=O)Nc1ccc(N2CCOCC2)cc1,8%,15
NC(=O)CC(NSc1ccccc1[N+](=O)[O-])C(=O)O (stereo unspecified),5%,4
CC(CCc1ccccc1)N1CCN(C)CC1 (stereo unspecified),?,nt

# Quoted from the listing.
# Cc1onc(-c2ccccc2Cl)c1C(=O)Nc1ccc(N2CCOCC2)cc1 in S3 lipid droplet has 8%
# CCCC(CCC)=NNC(=O)c1ccccc1F in S3 lipid droplet cell count max has -4
# CC1=C(C(N)=O)S(=O)(=O)c2ccccc21 in S3 lipid droplet has 10%

# Back to the main list, starting 5 compounds before the break.
SMILES,S3 lipid droplet,S3 lipid droplet cell count max
Cc1[nH]n(-c2ccccc2)c(=O)c1/C=C1/C=c2ccccc2=N1,?,nt
Cc1cc(=O)oc2c3c(cc(OCC(=O)NCC(=O)N[C@H](C(=O)O)C(C)C)c12)OC(C)(C)CC3,-4%,-12
Cc1ccc(C(=O)CC(C(=O)O)c2cn(CCC#N)c3ccccc23)cc1 (stereo unspecified),0%[9.22 µM],-3
CNC(=O)Nc1ccc2nc(C)oc2c1,?,nt
CCOC(=O)N1CCN(C(=O)c2cn(CCOC)c(=O)c3c2c2ccccc2n3C)CC1,-4%,-16
COc1cc(SC)ccc1C(=O)OCC(=O)NC1CCCCC1,?,nt
C[C@H](NC(=O)c1ccccc1)C(=O)OCC(=O)Nc1ccc2c(c1)OCO2,?,nt
Oc1ccc(/C(Cc2ccc3ccccc3n2)=N\Nc2ccccc2)c(O)c1,7%,-11
CCN1CCC(=NNC(=O)CC23CC4CC(CC(C4)C2)C3)CC1,i,-28
O=C(CN1C2CCCC1CC(NC(=O)c1ccccc1)C2)Nc1nccs1 (stereo unspecified),7%,-5
CCCCOc1ccc(CNC(=O)NS(=O)(=O)c2ccc(OCC(C)C)cc2)cc1,?,nt
CCN(CC(=O)NCc1cccs1)C(=O)c1ccc(S(=O)(=O)Nc2ccccc2)cc1,-7%,-7
Cc1csc(=O)n1CCC(=O)OCc1nnc(-c2ccc(Cl)cc2)o1,?,nt
CCOC(=O)C1CCN(S(=O)(=O)c2ccc(Cl)s2)CC1,-18%,26
Cc1cc2occ(CC(=O)Nc3nnc(C4CC4)s3)c2cc1C,i,-1
Cc1ccc(CNC(=O)CSCC(=O)O)cc1,?,nt
CC(SCc1ccccc1)C(=O)N/N=C/c1cc2c(cc1Br)OCO2 (stereo unspecified),-11%,-23
O=C(NCCN1CCOCC1)c1ccc2c(c1)N(Cc1ccccc1)CCS2,?,nt
Cc1nc(S(=O)(=O)N(C)Cc2ccccc2)c(C#N)c(C)c1Cl,11%,-4
O=C(/C=C/c1ccccc1)OCCN=C1NS(=O)(=O)c2ccccc21,?,nt
COC(=O)c1ccccc1NC(=O)CN1C(=O)C2CCCN2c2ncc(Cl)cc21 (stereo unspecified),i,nt
Cc1cc(C)c2oc(C(=O)N(Cc3cccs3)C3CCS(=O)(=O)C3)cc(=O)c2c1 (stereo unspecified),?,nt
CCOC(=O)C1CCCN(C(=O)c2cc(=O)c3ccccc3o2)C1 (stereo unspecified),?,nt
CC(=O)Nc1ccc(C(=O)N/N=C/c2ccccc2OCc2ccccc2)cc1,?,nt
CCN(CC)c1ccc(NC(=O)c2cccc(OC)c2)c(C)c1,?,nt
Cc1ccnc(NC(=O)c2cccc(S(=O)(=O)N3CCOCC3)c2)c1,30%,nt
CC(OC(=O)CC(C)c1ccccc1)C(=O)Nc1ccc(Cl)cn1 (stereo unspecified),?,nt
CCOc1cc(/C=N/N=C(\N)c2nonc2N)cc(Br)c1OCc1cccc2ccccc12,?,nt
O=C(Nc1ccccc1C(=O)N1CCOCC1)c1ccc(CSc2ccccc2)cc1,-12%,-17
Cc1c2cccn2cc[n+]1C,16%,nt
Cc1ccn2cc(-c3cc4ccccc4oc3=O)nc2c1,?,nt
O=c1oc2c(-c3cccc(F)c3)cc(O)cc2s1,?,nt
Cc1ccc(C)c(NC(=O)CC2Oc3ccccc3NC2=O)c1 (stereo unspecified),5%,15
CCOCCCn1cc(C(=O)c2cc(Br)ccc2O)cc(C#N)c1=O,-3%,-20
CCOc1cc(C)nc(N2CCCC(C(=O)NCc3ccccc3F)C2)n1 (stereo unspecified),?,nt
CC1(C(=O)Nc2ccccc2)Cc2ccccc2C(=O)O1 (stereo unspecified),-17%,16
CCN(c1ccc(NC(=O)CN2C(=O)NC3(CCOc4ccccc43)C2=O)cc1)C(C)C (stereo unspecified),?,nt
CC(C)(C)c1ncc(S(=O)(=O)c2ccc(C(F)(F)F)cn2)c(N)n1,-5%,6
CN1CCN(c2sc(S(C)(=O)=O)nc2S(=O)(=O)c2ccc(Cl)cc2)CC1,?,nt
COc1ccc(CCN2C(=O)CSC2c2cccc([N+](=O)[O-])c2)cc1OC (stereo unspecified),-2%,18
Nc1c(S(=O)(=O)c2ccccc2)csc1C(=O)O,i,nt
Cc1ccc(N2C(=O)c3cccc4c([N+](=O)[O-])ccc(c34)C2=O)c2cccnc12,?,nt
CC(Oc1cccc(Cl)c1)C(=O)NC1CC(C)(C)NC(C)(C)C1 (stereo unspecified),?,nt
Cn1cc(S(=O)(=O)N2CCCC2)cc1C(=O)NCc1ccc(Cl)cc1,-25%,-8
CC1CCCCC12NC(=O)N(CC(=O)OCc1cccc(F)c1)C2=O (stereo unspecified),?,nt
CSc1ncccc1C(=O)OCC(=O)Nc1ccc2c(c1)OCO2,i,nt
Nc1nc(NCc2ccco2)nn1-c1ccccc1,?,nt
O=C1OC(N2C(=O)CC[C@H]2C(=O)NCC2CCCO2)c2ccccc21 (stereo partly specified),?,nt
COC(=O)c1ccc(COC(=O)C2CC(O)CN2S(=O)(=O)c2ccc([N+](=O)[O-])cc2)cc1 (stereo unspecified),-1%,2
COc1cccc(OCCNc2cc(N3CCOCC3)ccc2[N+](=O)[O-])c1,?,nt
COc1ccccc1CNC(=O)[C@@H]1CCCN1S(=O)(=O)c1ccc(Cl)cc1,i,-7
CN(Cc1ccccc1)Cc1c(O)ccc2ccccc12,19%,-2
O=C(O)CCN(CCC(=O)O)c1ccccc1,7%,-18
Cc1ccc(S(=O)(=O)NCc2ccccc2)cc1C(=O)N1CCN(S(=O)(=O)c2ccccc2)CC1,?,nt
CS(=O)(=O)N1CCN(C(=O)Cc2ccc(Br)cc2)CC1,17%,-4
CCN(c1ccc(N=Cc2c(O)n(Cc3ccc(OC)cc3)c(=O)c3ccccc23)cc1)C(C)C,?,nt
COCCCn1c(-c2ccc(Cl)cc2)n[nH]c1=S,?,nt
O=C(NCc1ccc(F)cc1)C1CCCN(c2cnccn2)C1 (stereo unspecified),i,-11
COc1cccc(CNC(=O)CCNC(=O)N2CCn3c2nc2ccccc23)c1,?,nt
CN1CCN(S(=O)(=O)c2ccc(-c3noc(C4CCN(S(C)(=O)=O)CC4)n3)cc2)CC1,-16%,1
C=C(C)CSc1nnc(-c2cccc(S(=O)(=O)N(C)C)c2)n1-c1cc(OC)ccc1OC,?,nt
O=C1Nc2ccccc2O/C1=C\c1ccccc1,?,nt
